Bioassay records (PubChem BioAssay)
All columns: NCI-60 one-dose screen, growth in % after 48 h at 10 µM unless noted; 100 = growth as untreated, 0 = no growth, -100 = all killed.
KM12 = KM12 colon cancer cells; 82,000 tested, 5% active
HCC-2998 = HCC-2998 colon cancer | 79,000 tested, 4.7% active | AID 1794799
SF-268 = SF-268 CNS cancer cells. 82,000 tested, 3.1% active
SNB-19 = SNB-19 CNS cancer cells; AID 1794751; 81,000 tested, 2.5% active
SNB-75 = SNB-75 CNS cancer | 79,000 tested, 5% active
SF-539 = SF-539 CNS cancer. 81,000 tested, 6.8% active
HT29 = HT29 colon cancer | 81,000 tested, 7.4% active
SF-295 = SF-295 CNS cancer cells; 79,000 tested, 5.6% active; AID 1794758
SW-620 = SW-620 colon cancer; 82,000 tested, 5.2% active; AID 1794795
Starred values were filed as active, the others as inactive; & = joins results of further samples. The calls were made as follows: active = growth percent below 10; inactive = the rest.

NC(N)=NN=C1CCC(C2CCCCC2)CC1 (configuration not stated) was read as KM12 101, HCC-2998 101, SF-268 89, SNB-19 68, SNB-75 85, SF-539 99, HT29 80, SF-295 66 and SW-620 103.
`CCOC(=O)C(Cc1cccc(F)c1)C(=O)OCC` gave KM12 103, HCC-2998 101, SF-268 101, SNB-19 99, SNB-75 99, SF-539 103, HT29 111, SF-295 95 and SW-620 102.
`NCC1CCC(C(=O)O)CC1` (configuration not stated) gave KM12 118&113, HCC-2998 109&116, SF-268 102&118, SNB-19 98&109, SNB-75 104&88, SF-539 96&101, HT29 118&104, SF-295 127&101 and SW-620 102&114.
For O=C(O)c1ccc([N+](=O)[O-])o1 the results were KM12 107, HCC-2998 93, SF-268 96, SNB-19 106, SNB-75 112, HT29 104, SF-295 111 and SW-620 113.
Screening Nc1ccccc1-c1cc2c(c3c1[nH]c1ccccc13)CCC2 returned KM12 89, HCC-2998 101, SF-268 87, SNB-19 111, SNB-75 82, SF-539 102, HT29 88, SF-295 95 and SW-620 101.
CC(C)c1cc(C(C)C)n2nc(N)nc2n1 was read as KM12 106, HCC-2998 113, SF-268 112, SNB-19 95, SNB-75 78, SF-539 99, HT29 115, SF-295 106 and SW-620 109.
`CCOC(=O)C(C#N)N=O` (configuration not stated) gave KM12 104, HCC-2998 103, SF-268 101, SNB-19 109, SNB-75 79, SF-539 101, HT29 103 and SW-620 105.
Screening COc1ccc(OC)c(N(CCN2C(=O)c3ccccc3C2=O)C(=O)CCl)c1 returned KM12 -11*, HCC-2998 111, SF-268 35, SNB-19 114, SNB-75 87, SF-539 23, HT29 13 and SW-620 96.
For NC(=O)c1c(NC(=O)COC(=O)c2ccccc2F)sc2c1CCC2 the results were KM12 110, HCC-2998 107, SF-268 115, SNB-19 110, SNB-75 89, SF-539 98, HT29 108, SF-295 105 and SW-620 111.
`O=C1/C(=C/c2ccc(Cl)cc2)CCC/C1=C\c1ccc(Cl)cc1` gave KM12 19, HCC-2998 29, SF-268 84, SNB-19 93, SNB-75 90, SF-539 88, HT29 6.8*, SF-295 94 and SW-620 31.
`CCOC(=O)c1nnn(-c2ccn(C)n2)c1C` gave KM12 100, HCC-2998 102, SF-268 103, SNB-19 107, SNB-75 90, SF-539 112, HT29 99, SF-295 111 and SW-620 99.
Screening Clc1cccc(Cl)c1COc1ccc(Nc2ncnc3onc(-c4ccccc4)c23)cc1 returned KM12 79, HCC-2998 98, SF-268 83, SNB-19 87, SNB-75 70, SF-539 86, HT29 47, SF-295 87 and SW-620 61.
Screening Cc1ccccc1C(=O)c1ccccc1C(=O)c1ccccc1 returned KM12 90, HCC-2998 117, SF-268 93, SNB-19 101, SNB-75 71, SF-539 104, HT29 101, SF-295 92 and SW-620 108.
Screening CC(=O)[C@H]1CC[C@H]2[C@@H]3CCC4=CC(=O)CC[C@]4(C)[C@@]3(F)[C@@H](O)C[C@]12C returned KM12 108&113, SF-268 99&99, SNB-19 96&92, SNB-75 98&100, SF-539 95&96, HT29 102&101, SF-295 103&137 and SW-620 110&110.
For O=c1[nH]c(NCCS(=O)(=O)O)nc2sc3c(c12)CCCC3 the results were KM12 106, HCC-2998 104, SF-268 108, SNB-19 97, SNB-75 92, SF-539 96, HT29 91, SF-295 99 and SW-620 94.
`Cc1cccc(Cc2cnc(NC(=O)/C=C/c3ccco3)s2)c1` gave KM12 13, HCC-2998 6.4*, SF-268 49, SNB-19 52, SNB-75 17, SF-539 -20*, HT29 6.7*, SF-295 6.8* and SW-620 25.
Screening COc1cc(/C=N/NC(=O)CN2CCN(c3cc4c(cc3F)c(=O)c(C(=O)O)cn4C3CC3)CC2)cc(OC)c1OC returned KM12 91, HCC-2998 106, SF-268 91, SNB-19 96, SNB-75 91, SF-539 97, HT29 88, SF-295 95 and SW-620 96.
Screening Cc1cn(-c2cc(C(=O)NCCNc3nccc(-c4c(-c5ccc(F)cc5)nc5sccn45)n3)cc(C(F)(F)F)c2)cn1 returned KM12 112, HCC-2998 123, SF-268 97, SNB-19 101, SNB-75 88, SF-539 103, HT29 100, SF-295 120 and SW-620 114.
Screening O=c1c2sc3ncccc3c2nnn1-c1cccc(Cl)c1 returned KM12 107, HCC-2998 96, SF-268 85, SNB-19 107, SF-539 86, HT29 108 and SW-620 102.
CN1CCN(C(=O)/C=C/c2ccc([N+](=O)[O-])o2)CC1 was read as KM12 84, HCC-2998 103, SF-268 88, SNB-19 98, SNB-75 95, SF-539 107, HT29 82, SF-295 134 and SW-620 82.
CN(C)c1ccc(/C=C/C=C2\c3ccccc3-c3ccc([N+](=O)[O-])cc32)cc1 was read as KM12 92, HCC-2998 114, SF-268 98, SNB-19 113, SNB-75 107, SF-539 112, HT29 81, SF-295 95 and SW-620 104.
`CC(=O)C1CC2C=CC1CC2` (configuration not stated) gave KM12 101, HCC-2998 103, SF-268 109, SNB-19 107, SNB-75 91, SF-539 100, HT29 98, SF-295 97 and SW-620 109.
For Cc1ccc(S(=O)(=O)CC(=O)c2cc3cc(Br)ccc3oc2=O)cc1 the results were KM12 96, HCC-2998 104, SF-268 89, SNB-19 93, SNB-75 83, SF-539 97, HT29 110, SF-295 97 and SW-620 100.
Screening O=C1C2CC3N1CCC31c3ccccc3-n3c1c2ccc3=O (configuration not stated) returned KM12 99, HCC-2998 101, SF-268 97, SNB-19 101, SNB-75 98, SF-539 99, HT29 102, SF-295 105 and SW-620 104.
`Nc1nccc(N2CCCC(CO)(CCCc3ccccc3)C2)n1` (configuration not stated) gave KM12 98, HCC-2998 100, SF-268 94, SNB-19 93, SNB-75 87, SF-539 99, HT29 92, SF-295 96 and SW-620 92.
`CCOC(=O)N/N=C/C=C/c1ccc(N(C)C)cc1` gave KM12 92, HCC-2998 103, SF-268 102, SNB-19 99, SNB-75 90, SF-539 98, HT29 105 and SW-620 98.
`COc1ccc(-n2nc(C(=O)Nc3cc(OC)c(OC)c(OC)c3)nc2-c2cc(OC)c(OC)c(OC)c2)cc1` gave KM12 96, SF-268 89, SNB-19 88, SF-539 96, HT29 94 and SW-620 95.
For O=C1C(=O)N(c2ccc(Cl)cc2)C(=O)C(=O)C1c1nc2ccccc2s1 the results were KM12 93, HCC-2998 99, SF-268 91, SNB-19 110, SNB-75 86, SF-539 98, HT29 96, SF-295 102 and SW-620 102.
Screening CCOC(=O)C1=C(c2ccccc2)N=c2s/c(=C/c3ccc(Br)cc3)c(=O)n2C1c1ccc(Br)cc1 (configuration not stated) returned KM12 91, HCC-2998 102, SF-268 88, SNB-19 89, SNB-75 80, SF-539 95, HT29 97, SF-295 97 and SW-620 93.
`O=Cc1ccc(N=Nc2ccc(C=O)c(S(=O)(=O)O)c2)cc1S(=O)(=O)O` gave KM12 93, HCC-2998 104, SF-268 98, SNB-19 106, SNB-75 98, SF-539 97, HT29 91, SF-295 99 and SW-620 105.
C[C@H]1CCC/C=C/[C@@H]2CCC[C@H]2[C@H](O)/C=C/C(=O)N1 was read as KM12 118, HCC-2998 98, SF-268 103, SNB-19 96, SNB-75 93, SF-539 98, HT29 119, SF-295 102 and SW-620 99.
For C/C(=N\Nc1ccc(Cl)cn1)c1ccccn1 the results were KM12 20, HCC-2998 27, SF-268 12, SNB-19 22, SNB-75 32, SF-539 -14*, HT29 17, SF-295 -1.8* and SW-620 27.
Screening CCN(CC)Cc1cc(NC(C)=O)ccc1O returned KM12 102, HCC-2998 106, SF-268 98, SNB-19 103, SNB-75 83, SF-539 91, HT29 99, SF-295 112 and SW-620 95.
For c1cc2c(ccc3[nH]c(-c4ccc5[nH]ncc5c4)c4c(c32)CCCC4)n1 the results were KM12 68, HCC-2998 94, SF-268 62, SNB-19 45, SNB-75 62, SF-539 63, HT29 52, SF-295 64 and SW-620 61.
For COc1ccccc1S(=O)(=O)Nc1ccc2c3c(cc(-c4cnn(C)c4)nc13)C(=O)N2C the results were KM12 38, HCC-2998 48, SF-268 60, SNB-19 50, SNB-75 27, SF-539 35, HT29 18, SF-295 35 and SW-620 63.
O=c1[nH]c(N2CCOCC2)nc2sc3c(c12)CCCC3 was read as KM12 101, HCC-2998 105, SF-268 98, SNB-19 98, SNB-75 93, SF-539 108, HT29 97, SF-295 100 and SW-620 102.
For O=[N+]([O-])c1ccc(/C=C/c2ccccc2)cc1 the results were KM12 103, HCC-2998 103, SF-268 96, SNB-19 100, SNB-75 91, SF-539 104, HT29 86, SF-295 93 and SW-620 110.
`CC1=NN(c2ccccc2)C(=O)C1N=Nc1cc(Cl)cc(S(=O)(=O)O)c1O` (configuration not stated) gave KM12 92, HCC-2998 90, SF-268 67, SNB-19 78, SNB-75 85, HT29 116, SF-295 87 and SW-620 89.
`NS(=O)(=O)c1ccc(C(=O)N2N=C(c3ccccc3)CC2c2ccc(F)cc2)cc1` (configuration not stated) gave KM12 101, HCC-2998 107, SF-268 93, SNB-19 91, SNB-75 92, SF-539 94, HT29 102, SF-295 98 and SW-620 100.
`N#Cc1c(-c2ccc(F)cc2)nc(N=Nc2c(O)[nH]c3ccc(Br)cc23)[nH]c1=O` gave KM12 105, HCC-2998 123, SF-268 99, SNB-19 97, SF-539 93, HT29 107, SF-295 102 and SW-620 102.

3 compounds out of the list, sorted by molar mass, rising:
Screening CCN(CC)Cc1cc(NC(C)=O)ccc1O returned KM12 102, HCC-2998 106, SF-268 98, SNB-19 103, SNB-75 83, SF-539 91, HT29 99, SF-295 112 and SW-620 95.
For C/C(=N\Nc1ccc(Cl)cn1)c1ccccn1 the results were KM12 20, HCC-2998 27, SF-268 12, SNB-19 22, SNB-75 32, SF-539 -14*, HT29 17, SF-295 -1.8* and SW-620 27.
O=c1[nH]c(N2CCOCC2)nc2sc3c(c12)CCCC3 was read as KM12 101, HCC-2998 105, SF-268 98, SNB-19 98, SNB-75 93, SF-539 108, HT29 97, SF-295 100 and SW-620 102.

Retrieved one by one from the entries so far:
O=c1[nH]c(N2CCOCC2)nc2sc3c(c12)CCCC3 was read as KM12 101, HCC-2998 105, SF-268 98, SNB-19 98, SNB-75 93, SF-539 108, HT29 97, SF-295 100 and SW-620 102.
`NS(=O)(=O)c1ccc(C(=O)N2N=C(c3ccccc3)CC2c2ccc(F)cc2)cc1` (configuration not stated) gave KM12 101, HCC-2998 107, SF-268 93, SNB-19 91, SNB-75 92, SF-539 94, HT29 102, SF-295 98 and SW-620 100.
